C2C12 statin – suppressors of simvastatin-induced myotoxicity in C2C12 myotubes; ATP luminescence, 48 h; scaled: DMSO 0, geranylgeraniol control 100; rescue of ATP level, % at 7.49 µM; 330,000 tested, 0.78% active;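 active = mean ATP rescue above about 67%, or every replicate alone reaching that limit, limit read from the data, passing the limit was not always enough; inconclusive = no clear call, values can overlap the other calls; inactive = mean under the limit and some replicate under it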;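 also: myotubes were challenged with 10 µM simvastatin during compound exposure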
GSIS activator – GLuc luminescence reporter in INS-1E cells, primary screen for activators of glucose-dependent secretion of insulin. INS-1E GLuc reporter insulin secretion, 2-3 h. activation, % at 16.6 µM. 370,000 tested, 0.61% active. AID 743287;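 active = lowest replicate activation of at least 40%, so every replicate reaches that level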;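 also: 0% = median of neutral control wells and 100% = median of IBMX positive control wells; some compounds called inactive have numbers as strong as hits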
LGR2 inh – inhibitors of bursicon-induced Drosophila LGR2 receptor cAMP signaling | HEK293 LGR2, CRE-luciferase, bursicon-stimulated, 4 h | inhibition, % at 9.99 µM | 380,000 tested, 0.35% active | AID 720647;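 active = drop in luminescence signal, shown as inhibition above about 50% in the replicate tests, limit read from the data, passing the limit was not always enough; inconclusive = probably only some replicates passing the limit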;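 also: agonist challenge used bursicon conditioned medium at about half maximal strength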
Cneo AK release – causes C. neoformans cell lysis; adenylate kinase release luminescence, 4 h; normalised: neutral wells 0, clomiphene wells 100; lysis activity, % at 15 µM; 360,000 tested, 0.2% active; AID 651654;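 active = mean lysis activity across replicates of at least 80%, whatever share of replicates individually reach that level; inactive = mean lysis activity below 80%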
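Material: C. neoformans cells; Schedule: 4 h static compound exposure, 37 °C, read 1 h post-reagent; Measured by: adenylate kinase release luminescence; Read-out: signal increase indicating cell lysis; Controls: Clomiphene as positive lysis control.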
PGC1a acetyl inh – lowers PGC1a acetylation signal in U2OS cells | AlphaScreen anti-acetyl-lysine; with virally co-expressed GCN5 acetyltransferase | inhibition, % at 15.6 µM | 350,000 tested, 0.17% active;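 active = every replicate shows inhibition of at least 40%; inconclusive = mean inhibition at least 40% but some replicate below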;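 also: 0% = neutral control wells and 100% = positive control wells; some results beyond the cut were filed as inactive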
PglD inh – PglD (C. jejuni) enzyme inhibition; 360,000 tested, 0.098% active; AID 602405; purified PglD enzyme, DTNB colorimetric CoA detection; inhibition, % at 12.5 µM; in the data active = inhibition above about 16%, passing the limit was not always enough; inconclusive = no clear call, values can overlap the other calls; also: strong numbers were not always called active
ARNT-TACC3 inh – disrupts binding between human ARNT and TACC3; AlphaScreen His-ARNT PAS-B/GST-TACC3 binding, luminescence; TACC3 fragment carries E629A point mutation; inhibition, % at 9.99 µM; 390,000 tested, 0.66% active; AID 623870;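 active = mean inhibition of replicates at least 50% and at least half of replicates each reaching 50%; inconclusive = half or more replicates reach 50% but mean below 50%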;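 also: 0% = complete ARNT plus TACC3 wells and 100% = ARNT alone without TACC3; many hits fall short of the cut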
PAX8 reporter – inhibitors of PAX8 transcriptional activity in RMG-I cells. 360,000 tested, 1.2% active. RMG-I TPO-luciferase reporter, SteadyGlo, 24 h. inhibition, % at 12.6 µM;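 active = mean replicate inhibition at least 60% with every replicate also reaching 60%; inconclusive = only one of the two criteria is met; inactive = mean below 60% and not all replicates reaching 60%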;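 also: luciferase light reporting Pax8 driven TPO promoter activity; plate controls were median of neutral control wells for no effect and mitoxantrone controls for full effect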
* hit, by the source's call; ? = inconclusive; · = no result given.

SMILES	C2C12 statin	GSIS activator	LGR2 inh	Cneo AK release	PGC1a acetyl inh	PglD inh	ARNT-TACC3 inh	PAX8 reporter
Cc1ccc(OCCSCc2nnc(NC(=O)Nc3cccc(Cl)c3)s2)cc1	·	7	31	·	·	·	-12	12
CC1CCN(S(=O)(=O)c2ccc(C(=O)NCc3ccco3)cc2)CC1	·	-13	14	·	-1	·	9	0
COc1cc(C(=O)N/N=c2/sc3ccccc3n2C)cc(OC)c1OC	·	11	6	-1	-9	·	-6	24
Cn1cnc(S(=O)(=O)N[C@H]2CC[C@H](CC(=O)NCC3CC3)O[C@@H]2CO)c1	3	15	-10	1	13	-2	-16	-7
CCC(=O)N(C)C[C@@H]1Oc2cc(C#CC3(O)CCCC3)ccc2S(=O)(=O)N([C@@H](C)CO)C[C@@H]1C	-6	23	7	1	2	4	-9	·
COc1cccc(-c2ccc([C@@H]3[C@@H](CO)N4C(=O)CN(C(=O)NC(C)C)C[C@@H]34)cc2)c1	·	0	1	·	-14	·	·	-11
CCCNC(=O)N1[C@H](CO)[C@@H](c2ccc(-c3ccc(C(=O)N(C)C)cc3)cc2)[C@@H]1C#N	14	-4	-6	0	-6	-3	-3	12
COc1ccc(S(=O)(=O)N(C)C[C@@H]2OCCCC[C@@H](C)Oc3ccc(NC(=O)NC4CCCCC4)cc3C(=O)N([C@H](C)CO)C[C@H]2C)cc1	·	-23	1	2	-10	1	20	17
Cc1noc(C)c1NC(=O)N(C)C[C@H]1OCCCC[C@H](C)Oc2ccc(NS(C)(=O)=O)cc2C(=O)N([C@H](C)CO)C[C@@H]1C	·	5	-5	-2	0	-2	4	-11
COc1cccc(C(C(=O)NCc2ccco2)N(C(=O)Cn2nnc3ccccc32)C2CC2)c1OC (stereo not given)	54	8	-1	1	14	-5	-3	·
COc1ccc(CCNC(=O)CSc2nc3ncccc3[nH]2)c(OC)c1	-24	6	7	2	3	-4	2	-2
COc1ccccc1N1CCN(S(=O)(=O)c2cccc3nsnc23)CC1	-8	7	·	-1	-2	5	24	·
COc1ccc2c3c([nH]c2c1)[C@H](CO)N(C(=O)CN(C)C)CC31CCN(Cc2cncnc2)CC1	·	4	10	·	7	·	·	-37
Oc1cc2ccccc2cc1-c1nnc2n1-c1ccccc1SC2	7	·	·	-2	·	0	2	·
O=C(COc1ccc(Br)cc1)OCC(=O)N1CCOCC1	1	-1	8	-2	1	·	-27	3

Looked up one by one from the list above (2):
SMILES	C2C12 statin	GSIS activator	LGR2 inh	Cneo AK release	PGC1a acetyl inh	PglD inh	ARNT-TACC3 inh	PAX8 reporter
COc1cccc(C(C(=O)NCc2ccco2)N(C(=O)Cn2nnc3ccccc32)C2CC2)c1OC (stereo not given)	54	8	-1	1	14	-5	-3	·
Cc1noc(C)c1NC(=O)N(C)C[C@H]1OCCCC[C@H](C)Oc2ccc(NS(C)(=O)=O)cc2C(=O)N([C@H](C)CO)C[C@@H]1C	·	5	-5	-2	0	-2	4	-11

Further compounds
SMILES	C2C12 statin	GSIS activator	LGR2 inh	Cneo AK release	PGC1a acetyl inh	PglD inh	ARNT-TACC3 inh	PAX8 reporter
C/C=C/c1ccc([C@@H]2[C@@H](CO)N3CCCCN(S(=O)(=O)c4cccc(C)c4)C[C@@H]23)cc1	14	-13	8	-6	-7	6	0	0
CSCCC(NC(=O)c1ccccc1)C(=O)Nc1ccncc1 (stereo not given)	0	5	7	-1	-8	-4	-2	-6
Cc1cc(C)cc(N=c2c([N+](=O)[O-])nn(-c3ccc(Cl)cc3)n2O)c1	·	-2	1	17	-9	-5	-5	10
CCOc1ccc(S(=O)(=O)Nc2cccc(N(C)S(C)(=O)=O)c2)cc1	10	·	·	0	20	-11	-3	·
CCOC(=O)N1CCN(C(=O)CSc2nnc(-c3cccc(OC)c3)o2)CC1	6	·	·	3	-1	1	-4	·
O=C(Nc1ccc(Br)cc1)c1cnccn1	-30	6	-40	-1	-2	2	-16	·
Cn1ccnc1SCC(=O)Nc1ccc(Cl)cn1	6	-6	17	·	-6	·	-2	-4
C[C@@H]1CN([C@H](C)CO)S(=O)(=O)c2ccc(C#Cc3ccccc3F)cc2O[C@@H]1CN(C)CC1CC1	-19	-4	7	18	-12	4	6	·
CC(C)c1nc2oc3ccccc3c(=O)c2c(=O)n1-c1ccccc1	2	·	·	-2	9	-2	-5	·
CCCNC(=O)Nc1ccc2c(c1)C(=O)N(C)C[C@@H](OC)[C@@H](C)CN(C(=O)c1ccccc1F)[C@@H](C)CO2	-16	-5	8	-4	5	3	-2	·
COc1ccc(N2CCN(Cc3nc4cc(Cl)ccc4c(=O)[nH]3)CC2)cc1	·	4	-13	·	·	·	-4	3
O=C(Nn1cnc2ccccc2c1=O)c1c(F)cccc1F	-2	8	-12	0	-11	1	6	2
CC(=O)Nc1nc(CC(C)C)cc(-c2ccco2)c1C#N	-3	48*	-4	-2	3	-3	3	·
O=C(N/N=C\c1ccc(O)c([N+](=O)[O-])c1)c1ccccc1-n1cccc1	·	-16	-4	-2	·	2	-8	2
CCOc1ccc(Br)cc1CNCCN1CCOCC1	·	6	14	·	·	·	3	-9
CCOC(=O)c1c(NC(C)=O)sc2c(O)cccc12	5	·	·	-1	8	5	-6	4
COCCn1c(C)cc(C(=O)CSc2nnc(-c3cccnc3)n2-c2ccccc2F)c1C	-4	·	·	-10	·	-1	-1	·
CO[C@@H](CN(C)S(=O)(=O)c1cn(C)cn1)[C@@H](C)CN(C(=O)Nc1ccc(F)cc1)[C@@H](C)CO	-2	5	9	3	10	2	4	·
COc1ccccc1Cn1c(C)c(C(=O)NCc2ccco2)sc1=O	-4	-19	3	1	·	-2	·	1
O=C1N2CCSC2=NC1(Nc1nccs1)C(F)(F)F (stereo not given)	35	·	·	-3	29	-6	0	·
COc1cc(Nc2ncnc(N)n2)cc(OC)c1OC	·	-4	-3	·	-7	·	-2	-2
Cc1ccccc1-c1nc(CN2CCC(C(=O)NCCCN3CCCC3)CC2)c(C)o1	-10	-4	5	2	7	1	16	13
CCc1nnc(NC(=O)c2ccc(N3C(=O)CCC3=O)cc2)s1	-7	·	-20	1	8	5	-4	-20
O=C(c1ccc(NC(=O)C(c2ccccc2)c2ccccc2)cc1)c1ccc(C(=O)O)c(C(=O)O)c1	4	-5	3	2	3	1	-4	-16
O=C(c1ccccc1Cl)N1CCN(Cc2ccc3c(c2)OCO3)CC1	4	11	11	-4	13	3	-4	19
COC(=O)c1cc(OC)c(OC)cc1NC(=O)c1csc(C)c1	·	14	-4	-1	-3	2	1	0
CC1C(=O)N(Cc2cn(CCC3OCCCO3)nn2)CCS(=O)(=O)N1Cc1ccc(-c2ccc(Cl)c(Cl)c2)cc1 (stereo not given)	-41	·	35	5	-4	0	·	12
C[C@H]1CN([C@@H](C)CO)C(=O)c2cc(NC(=O)Cn3cnnn3)ccc2O[C@@H]1CN(C)C(=O)Nc1ccc(C(F)(F)F)cc1	-19	11	0	56	4	0	4	·
CC1(c2ccccc2)NC(=O)N(CC(=O)Nc2ccc(S(=O)(=O)Nc3ncccn3)cc2)C1=O (stereo not given)	·	29	8	4	·	-1	3	2
O=C(Oc1ccccc1)c1ccc(COC(=O)c2cnccn2)cc1	·	·	·	-2	3	-9	-2	·
Cc1ccc2c(COC(=O)CNC(=O)c3ccco3)cc(=O)oc2c1C	4	·	-4	-1	-3	-10	-1	-8
COc1ccccc1N(CC1CO1)S(=O)(=O)c1ccccc1 (stereo not given)	-8	15	-32	0	·	2	-3	0
O=C(Nc1ccccc1)N[C@H]1CC[C@@H](CCNS(=O)(=O)c2cccc(F)c2)O[C@@H]1CO	1	15	7	-1	-14	1	-4	15
CC1CC2=C(C(=O)O1)C(c1ccc(Cl)cc1)Nc1ccccc1N2 (stereo not given)	·	-4	-6	·	·	·	-17	-25
N#Cc1c2c(c(=S)n(-c3ccccc3)c1N)CCCC2	-6	·	·	-1	·	7	4	·
CC(=O)Nc1cc(-c2cccc(NS(C)(=O)=O)c2)cn2c(-c3cccc(C(F)(F)F)c3)cnc12	4	-3	2	0	-15	7	·	31
CC(C)c1ccc(NC2CCCN(C(=O)c3ccc(Cn4cnnn4)cc3)C2)cc1 (stereo not given)	-11	11	1	-2	11	2	4	17
Cc1ccc(-c2ccc(/C=N/NC(=O)Cc3nnc(N)s3)o2)cc1Cl	0	3	0	-5	?	-4	4	-7
COc1ccc(S(=O)(=O)N(C)C[C@H]2Oc3ccc(NC(=O)Nc4c(C)noc4C)cc3CC(=O)N([C@H](C)CO)C[C@@H]2C)cc1	2	11	-19	-2	5	2	4	·
COCc1cc(N2CCOCC2)nc(SCc2ccc(Cl)cc2)n1	·	-19	11	·	1	·	-1	1
Cc1ccc(C(=O)CSc2nnc(-c3ccccc3N)n2C)cc1	3	8	-21	-1	4	-4	1	·
C[C@@H]1CN([C@@H](C)CO)C(=O)c2cccc(NC(=O)Nc3ccc4c(c3)OCO4)c2O[C@@H]1CN(C)Cc1ccc2c(c1)OCO2	-2	3	-11	-3	-10	-2	14	2
CCCCN1C(=N)N([C@@H](CCC)CN2CCC[C@H]2CN2C(N)=NC[C@H]2CC(C)C)C[C@H]1Cc1ccccc1	0	7	5	-2	-7	-3	0	16
CC(C)CC#Cc1ccc2c(c1)O[C@@H](CN(C)C(=O)Nc1ccccc1F)[C@@H](C)CN([C@H](C)CO)S2(=O)=O	17	-8	31	5	2	-1	-11	·
Cc1noc(C)c1S(=O)(=O)N1CCCCC1	5	-4	8	3	0	-3	-3	·
Cc1nn(Cc2ccccc2)c(C)c1NC(=O)CSc1nc(C2CC2)nc2c1cnn2-c1ccccc1	19	·	·	-1	4	5	-3	·
COc1cc(Nc2ccccc2Cl)c([N+](=O)[O-])nc1[N+](=O)[O-]	-3	·	·	-1	13	-6	0	·
COCCOC(=O)N1C(=O)[C@@]2(c3cc(C#CC4(O)CCCCCC4)ccc31)[C@H](C(=O)N1CCN(c3ncccn3)CC1)[C@H]1C(=O)O[C@H](c3ccccc3)[C@H](c3ccccc3)N1[C@@H]2c1ccccc1OCCO	·	·	·	-5	0	1	-6	-1
C[C@@H](O)C#Cc1ccc([C@H]2[C@H]3CN(S(=O)(=O)c4ccccc4)CCCCN3[C@H]2CO)cc1	·	7	7	0	-3	5	-7	-32
O=C(NCc1ccco1)C12CC3CC(CC(C3)C1)C2	-1	·	·	-8	·	-1	5	·
Cc1cccc(N(Cc2cc3ccc(C)cc3[nH]c2=O)S(=O)(=O)c2ccccc2)c1	14	18	10	0	8	1	-1	27
CC(/C=C1\SC(=S)N(NS(=O)(=O)c2ccc(C)cc2)C1=O)=C\c1ccccc1	·	-27	-3	-3	7	-3	-7	1
CC(=O)Nc1ccc(-c2cc(-c3ccc(NC(C)=O)cc3)nc(-c3ccc(NC(C)=O)cc3)n2)cc1	4	4	-5	5	·	2	-2	17
COc1ccc(OC)c(-c2csc(NC(=O)C3COc4ccccc4O3)n2)c1 (stereo not given)	2	-1	-8	·	-16	·	5	-8
C[C@@H]1CN([C@H](C)CO)C(=O)c2ccccc2-c2ccccc2CO[C@@H]1CN(C)Cc1ccc(F)cc1	27	-37	20	-1	-27	4	8	15
Cc1noc(C)c1NC(=O)N(C)C[C@@H]1Oc2ccc(NC(=O)NC(C)C)cc2CC(=O)N([C@H](C)CO)C[C@@H]1C	-2	24	-9	-1	13	-1	-3	-3
O=S(=O)(Cc1cc(-c2ccccc2Cl)no1)c1ccccc1	-12	1	-61	0	6	-2	1	-86
COc1ccc(NS(=O)(=O)c2ccc3c(c2)oc(=O)n3C)cc1Cl	-1	-24	4	0	·	2	29	20

The order is random. About 2.9% of those tested had a hit in this group.
